NPSR antag = neuropeptide S receptor (human) antagonism, cAMP; actives 1% (n = 220,000); AID 1461; Potency, µM (highest dose often 38.3 µM), for the others: at the top dose activity change, negative = inhibition, usual class: inhibitors; CHO-NPSR cells, cAMP TR-FRET, antagonist mode; note: potency is the fitted concentration of half-maximal effect; % is set by controls: 0 for no effect and ±100 for the full control effect; nearly all actives have a fitted effect of over 50% in size; many of its hits are not listed in these tables
Target sequence (Q6W5P4 whole entry, looked up): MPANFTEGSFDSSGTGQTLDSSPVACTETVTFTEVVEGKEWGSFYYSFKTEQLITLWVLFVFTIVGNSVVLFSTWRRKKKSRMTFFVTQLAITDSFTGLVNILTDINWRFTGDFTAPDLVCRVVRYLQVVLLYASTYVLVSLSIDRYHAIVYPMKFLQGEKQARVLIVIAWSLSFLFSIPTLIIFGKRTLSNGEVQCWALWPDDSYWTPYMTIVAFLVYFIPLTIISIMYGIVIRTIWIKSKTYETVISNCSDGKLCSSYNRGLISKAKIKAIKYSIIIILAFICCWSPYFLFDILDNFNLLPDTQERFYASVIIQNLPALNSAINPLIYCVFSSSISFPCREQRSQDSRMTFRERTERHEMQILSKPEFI
GLA spleen mod = inhibits or activates alpha-galactosidase in human spleen homogenate | Potency, µM (top dose mostly 80 µM), inactives show at the top dose activity change, negative = inhibition, most hits filed as inhibitors | actives 0.008% (n = 240,000) | P06280 | human spleen homogenate, 4MU-alpha-Gal fluorescence, 40 min | AID 2107;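 note: potency is the fitted concentration of half-maximal effect; 0% = enzyme with vehicle and -100% = no enzyme basal signal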
Target sequence (P06280 32-429 limits assumed): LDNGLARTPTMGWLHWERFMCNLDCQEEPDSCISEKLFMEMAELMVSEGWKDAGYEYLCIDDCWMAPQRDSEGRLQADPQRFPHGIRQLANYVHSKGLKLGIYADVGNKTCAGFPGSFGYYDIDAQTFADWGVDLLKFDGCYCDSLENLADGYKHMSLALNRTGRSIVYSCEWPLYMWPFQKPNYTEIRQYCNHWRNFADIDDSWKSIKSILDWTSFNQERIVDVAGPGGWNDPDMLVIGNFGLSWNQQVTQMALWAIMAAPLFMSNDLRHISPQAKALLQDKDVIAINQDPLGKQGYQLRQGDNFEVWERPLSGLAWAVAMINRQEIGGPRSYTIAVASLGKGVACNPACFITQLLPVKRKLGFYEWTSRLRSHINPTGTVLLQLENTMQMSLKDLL
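qHTS titration in buffer at pH 5.0. Alpha-galactosidase activity in spleen homogenate was measured via 4-methylumbelliferone release from 1 mM fluorogenic substrate after 40 min at 37C and a pH 10 stop. AC50 came from Hill fits of control-normalized data.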
Epigenetic reg = regulators of epigenetic silencing causing reporter derepression in mouse cells; Potency, µM (titrated, usually from 53.9 µM), inactives show at the top dose GFP activation, hits mostly activators; murine LDR cells, GFP reporter derepression, 30 h; actives 0.2% (n = 280,000); AID 1865; note: potency is the fitted concentration of half-maximal effect; % of control where 0% means no effect; nearly all actives have a fitted effect of over 60% in size
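Reporter derepression read as number of fluorescent GFP-positive objects, 20-120 um in size, counted by laser-scanning cytometer. Mouse LDR line with an epigenetically silenced CMV-GFP locus; compound incubation 30 h, 37 C.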
TR SRC2 fluor cs = counter-screen for TRb-SRC2 inhibitors: fluorescence interference | Potency, µM (series often up to 106 µM), inactives show at the highest dose fluorescence change, negative = quenching | AID 1479 | actives 0.29% (n = 280,000) | TRb/SRC2 Texas Red total fluorescence interference; active = well fitted curve in either direction with a large enough effect; inconclusive = small, poorly fitted or top-dose-only effect; note: potency is the fitted concentration of half-maximal effect; % is set by controls: 0 for no effect and ±100 for the full control effect
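Human TRβ ligand-binding domain (0.6 uM) and Texas Red SRC2 peptide (20 nM) in Tris buffer with 1 uM T3 and 5% DMSO were incubated with pinned compound for 5 hr at ambient temperature. Total fluorescence was computed as S + 2P (555/632 nm).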
Tau fluor counter = counter-screen for tau fibril formation inhibitors; actives 0.93% (n = 280,000); tau K18 P301L Alexa594 fluorescence, heparin fibrillization; Potency, µM (series often up to 57.7 µM), for the others: at the top dose activity change, negative = decrease; note: potency is the fitted concentration of half-maximal effect; % is set by controls: 0 for no effect and ±100 for the full control effect; nearly all actives have a fitted effect of over 55% in size
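Human tau K18 P301L (15 uM unlabeled, 0.24 uM Alexa 594-labeled) in 100 mM sodium acetate pH 7 with 20 uM heparin, 6 hr at 37 C. ThT 30 uM added, 1 hr ambient; Alexa 594 FP and total fluorescence read at 555/632 nm.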
CBFb-RUNX1 inh = inhibitors of human CBF-beta and RUNX1 interaction; AID 1477; Q01196+Q13951; Potency, µM (series often up to 59.8 µM), without a hit: at the top dose activity, negative = inhibition, usual class: inhibitors; 230,000 tested, under 10 active; AlphaScreen CBFb-His/RUNX1-biotin binding, biochemical; note: % of control where 0% means no effect
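His-tagged CBF-beta and biotinylated RUNX1 (30 nM each) were premixed 20 min at room temperature, exposed to compound for 15 min, then given nickel-chelate and streptavidin AlphaScreen beads (50 ng each). After 90 min, AlphaScreen signal was read.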
Tau FP inhib = blocks human tau fibril formation measured by polarization; actives 0.39% (n = 280,000); P10636; AID 1468; K18 P301L tau heparin fibrillization, Alexa594 FP, 6 h; Potency, µM (doses to about 57.7 µM), for the others: at the highest dose activity, negative = inhibition, usual class: inhibitors; note: potency is the fitted concentration of half-maximal effect; % is set by controls: 0 for no effect and ±100 for the full control effect; nearly all actives have a fitted effect of over 55% in size
Target sequence (P10636 561-689 P618L limits assumed): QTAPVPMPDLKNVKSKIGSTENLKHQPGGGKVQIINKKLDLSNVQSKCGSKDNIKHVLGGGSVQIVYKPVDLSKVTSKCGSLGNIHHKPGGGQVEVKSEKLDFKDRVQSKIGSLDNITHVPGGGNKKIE
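FP of Alexa 594-tau after heparin (20 uM) induction. Substrate: human K18 P301L, 15 uM unlabeled, 0.24 uM labeled. Buffer 100 mM sodium acetate pH 7. 6 hr, 37 C.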
TRb SRC2 PPI = inhibitors of human thyroid hormone receptor beta-SRC2 interaction | actives 0.065% (n = 280,000) | Potency, µM (titrated, usually from 106 µM), for inactives: at the highest dose activity change, negative = inhibition, most hits filed as inhibitors | P10828 | TRbeta-SRC2 peptide binding, fluorescence polarization; receptor liganded with 1 µM T3 | AID 1469;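 note: potency is the fitted concentration of half-maximal effect; plate controls were bound peptide for no effect and peptide without receptor for full effect; nearly all actives have a fitted effect of over 50% in size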
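Fluorescence polarization of 20 nM Texas Red SRC2 peptide with 0.6 uM human TRb ligand-binding domain, in Tris buffer with 1uM T3 and 5% DMSO. Incubated 5 hr ambient; normalized to unbound and bound controls.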
An asterisk follows results filed as active; ? = inconclusive; / = not tested or not shown; & = joins results of further samples; [ ] = another dose, or the depositor's remark. Unless noted, calls come from the whole dose curve; as a rule, active = well fitted curve in the direction sought with a large enough effect; inconclusive = small, poorly fitted or top-dose-only effect, or another doubt; inactive = no such curve, though single readings can be large; an effect the other way counts as inactive or inconclusive. The list is partial; rates above refer to the full screens.

1	Cc1ccccc1C1NC(=S)NC2=C1C(=O)CCC2 (stereo not given)
2	CCC(C)n1c(SCC(=O)Nc2cc(C)on2)nc2ccccc2c1=O (stereo not given)
3	O=C(CCSc1ccc(Br)cc1)Nc1cccnc1
4	Cc1ccc(F)cc1NC(=O)CCc1c(C)nn(-c2ccc(N3CCCCC3)nn2)c1C
5	O=C(NCc1ccc(Cl)cc1)c1ccc(NC(=O)N2CC3CCCN3c3ccccc32)cc1 (stereo not given)
6	Cc1ccc(-c2noc(CN(C(=O)CCCCCN3C(=O)c4ccccc4C3=O)C(C)C)n2)cc1
assay / entry	1	2	3	4	5	6
NPSR antag	12%	-22%[46.1 µM]	-5%	/	/	?
GLA spleen mod	-2%	1%	-5%	/	/	-3%
Epigenetic reg	-4.9%	-1.2%	-1.5%	0.0%	5.6%	-1.3%
TR SRC2 fluor cs	1%	2%	-2%	-2%	0%	4%
Tau fluor counter	-2%	-6%	-9%	-5%	?	-11%
CBFb-RUNX1 inh	6%	2%	5%	/	/	4%
Tau FP inhib	5%	-1%	-1%	3%	13%	4%
TRb SRC2 PPI	-10%	-14%	-5%	5%	-2%	7%

7	COc1cc2c(cc1OC)CN(CC(=O)Nc1ccc(C#N)cc1)CC2
8	COc1ccccc1NC(=O)CN1C(=O)C(c2ccc(F)cc2)=NC12CCCCC2
9	CCC(c1nnnn1Cc1ccco1)N(CCc1ccccc1)Cc1cc2cccc(C)c2[nH]c1=O (stereo not given)
10	O=C1[C@@H]2C(Cc3ccc(O)cc3)NC3(C(=O)Nc4ccc(F)cc43)[C@@H]2C(=O)N1c1ccccc1 (stereo not given in full)
11	COC(=O)c1ccsc1NC(=O)C1COc2ccccc2O1 (stereo not given)
12	COc1ccc(CN(CC2CCCO2)C(=O)c2cc3sccc3n2C)c(OC)c1 (stereo not given)
assay / entry	7	8	9	10	11	12
NPSR antag	-1%[46.1 µM]	/	?	-28%[46.1 µM]	-14%[46.1 µM]	-37%
GLA spleen mod	8%	/	-3%	5%	4%	-1%
Epigenetic reg	-1.7%	-0.7%	1.7%	-8.8%	1.4%	-1.1%
TR SRC2 fluor cs	1%	-2%	2%	-3%	0%	-4%
Tau fluor counter	-6%	-15%	-18%	12%	-20%	-15%
CBFb-RUNX1 inh	-9%	/	-16%	1%	7%	2%
Tau FP inhib	-2%	-5%	?	8%	-3%	2%
TRb SRC2 PPI	-1%	1%	-17%	-9%	12%	-5%

13	Cc1cc(C)nc(N/N=C/c2ccccc2OCc2cccc(Br)c2)n1
14	O=C(Nc1ccc2ccccc2c1)[C@H]1C[C@@H]1[C@H](NP(=O)(c1ccccc1)c1ccccc1)c1ccccc1
15	CC1(OC(=O)CCc2ccccc2)C(=O)C=C2C=C(C3CC3)OC=C2C1=O (stereo not given)
16	Cc1ccc(Cn2cc(SCC(=O)Nc3nccs3)c3ccccc32)cc1
17	COC(=O)Cn1c2ccc(OC)cc2c2nc3ccccc3nc21
18	COC1=C(Nc2ccccc2)C(=O)c2ccccc2C1=O
assay / entry	13	14	15	16	17	18
NPSR antag	?	/	/	10µM*	2%[46.1 µM]	-28%
GLA spleen mod	-5%	7%	-2%	3%	6%	-1%
Epigenetic reg	0.0%	0.5%	2.0%	2.3%	0.0%	-1.1%
TR SRC2 fluor cs	-6%	-4%	3%	2%	-8%	-6%
Tau fluor counter	-1%	?	-15%	-15%	-8%	?
CBFb-RUNX1 inh	2%	6%	2%	12%	6%	-1%
Tau FP inhib	8%	-3%	?	-9%	-9%	?
TRb SRC2 PPI	7%	11%	5%	-19%	-2%	1%

Reformatted: 3 of the compounds above.
14. O=C(Nc1ccc2ccccc2c1)[C@H]1C[C@@H]1[C@H](NP(=O)(c1ccccc1)c1ccccc1)c1ccccc1
  NPSR antag: / | GLA spleen mod: 7% | Epigenetic reg: 0.5% | TR SRC2 fluor cs: -4% | Tau fluor counter: ? | CBFb-RUNX1 inh: 6% | Tau FP inhib: -3% | TRb SRC2 PPI: 11%

15. CC1(OC(=O)CCc2ccccc2)C(=O)C=C2C=C(C3CC3)OC=C2C1=O (stereo not given)
  NPSR antag: / | GLA spleen mod: -2% | Epigenetic reg: 2.0% | TR SRC2 fluor cs: 3% | Tau fluor counter: -15% | CBFb-RUNX1 inh: 2% | Tau FP inhib: ? | TRb SRC2 PPI: 5%

17. COC(=O)Cn1c2ccc(OC)cc2c2nc3ccccc3nc21
  NPSR antag: 2%[46.1 µM] | GLA spleen mod: 6% | Epigenetic reg: 0.0% | TR SRC2 fluor cs: -8% | Tau fluor counter: -8% | CBFb-RUNX1 inh: 6% | Tau FP inhib: -9% | TRb SRC2 PPI: -2%

Following part.
19	O=C(c1cc(S(=O)(=O)N2CCOCC2)ccc1F)N1CCN(Cc2ccccc2)CC1
20	O=C(NCCCO)C(=O)Nc1c2c(nn1-c1ccc(F)cc1)CSC2
21	Oc1cc2c(c(Cl)c1O)CCNCC2c1ccccc1 (stereo not given)
22	O=C(OCC(O)CN1CCCCC1)C12CC3CC(CC(C3)C1)C2 (stereo not given)
23	COc1cc(OC)cc(C(=O)NC(=S)NCc2ccco2)c1
24	CSc1cccc(NC(=S)N(Cc2ccccc2)Cc2ccccn2)c1
assay / entry	19	20	21	22	23	24
NPSR antag	-4%[46.1 µM]	/	-18%[46.1 µM]	-29%[46.1 µM]	-18%[46.1 µM]	-39%
GLA spleen mod	-8%	/	7%&1%	-2%	0%	-1%
Epigenetic reg	2.4%	-1.4%	-1.2%&0.0%	-0.3%	-1.2%	0.9%
TR SRC2 fluor cs	-4%	-3%	2%&-2%	2%	-4%	-1%
Tau fluor counter	0%	-4%	-12%&-18%	8%	-16%	?
CBFb-RUNX1 inh	-5%	/	10%&-15%	1%	-5%	-1%
Tau FP inhib	-10%	-20%	-9%&-18%	3%	-12%	-11%
TRb SRC2 PPI	5%	1%	7%&0%	4%	3%	2%

25	CCn1c(-c2csc3c2CCC(C)C3)n[nH]c1=S (stereo not given)
26	O=C1C[C@@H](O)[C@@H](O)[C@H]2[C@@H]3C(=O)N(Cc4ccccc4)C(=O)[C@@H]3CC[C@H]12
27	CCOC(=O)CCc1c(C(=O)OCC)[nH]c(CC)c1C(=O)OCc1ccccc1
28	CCOC(=O)COc1ccc(S(=O)(=O)Nc2ccc3c(c2)OCCO3)cc1
29	Cc1ccc(S(=O)(=O)/C=C2\NC(=O)CS2)cc1
30	CCc1ccc(S(=O)(=O)NCC(O)COc2ccc(OC)cc2)cc1 (stereo not given)
assay / entry	25	26	27	28	29	30
NPSR antag	4%	/	-51%	-15%[46.1 µM]	-12%[46.1 µM]	-11%
GLA spleen mod	1%	10%&3%[17.5 µM]	-4%	-1%	-5%	-4%
Epigenetic reg	-1.1%	1.1%&0.8%[10.1 µM]	-0.3%	3.2%	0.0%	0.0%
TR SRC2 fluor cs	7%	0%&-1%[11.2 µM]	-1%	0%	2%	-2%
Tau fluor counter	-4%	-3%&-1%[11.6 µM]	-27%	-12%	8%	-11%
CBFb-RUNX1 inh	-3%	1%&15%[13.1 µM]	8%	-7%	4%	0%
Tau FP inhib	-1%	-5%&-10%[11.6 µM]	-1%	-7%	6%	2%
TRb SRC2 PPI	-3%	-2%&4%[11.2 µM]	-1%	-3%	-3%	-2%

31	COc1ccc(OC)c(C(C)NC=O)c1 (stereo not given)
32	CCCn1c(O)c(N=NC(=O)c2cccnc2)c2cc(Br)ccc21
33	CC(=O)Nc1ccc(OCC(O)Cn2c3ccccc3c3ccccc32)cc1 (stereo not given)
34	CCOc1cc(-c2noc(CCCC(N)=O)n2)cc(Br)c1OC
35	COc1ccc(CC(=O)Nc2ccc(/C(C)=N/NC(=O)c3cccc([N+](=O)[O-])c3)cc2)cc1
36	CN(C)C(CNC(=O)c1cccc(C#N)c1)c1ccco1 (stereo not given)
assay / entry	31	32	33	34	35	36
NPSR antag	-7%[46.1 µM]	9%	-17%	1%[46.1 µM]	-8%[46.1 µM]	8%
GLA spleen mod	-9%	11%	-22%	-2%	5%	9%
Epigenetic reg	0.0%	-3.2%	0.0%	-4.4%	0.9%	-2.2%
TR SRC2 fluor cs	0%	-4%	-1%	-1%	2%	-1%
Tau fluor counter	2%	-19%	?	-4%	-22%	0%
CBFb-RUNX1 inh	-3%	11%	0%	2%	5%	10%
Tau FP inhib	2%	6%	?	-2%	1%	4%
TRb SRC2 PPI	0%	0%	-2%	-19%	-19%	-4%

37	CC1(NC(=O)N2CCCCC2)CCS(=O)(=O)C1 (stereo not given)
38	O=C(CSc1nc2c([nH]c3ccccc32)c(=O)n1-c1ccccc1)Nc1ccc2c(c1)OCO2
39	COc1cccc(-c2csc3nnc(SCC(=O)c4ccc(NC(C)=O)cc4)n23)c1
40	CCOc1ccc2[nH]c(=O)c(CN(CCO)C(=O)CC)cc2c1
41	COc1cccc(-n2cc(C(=O)OCc3ccc(Cl)cc3)c3ccccc3c2=O)c1
42	O=C(CSc1nnc(-c2ccccc2)n1Cc1ccccc1)N1CCOCC1
43	Cc1cc2sc3nc(=O)n(-c4ccccc4)c(=O)n3c2cc1C
assay / entry	37	38	39	40	41	42	43
NPSR antag	0%[7.67 µM]	/	-17%[46.1 µM]	7%[46.1 µM]	/	-3%[46.1 µM]	4%
GLA spleen mod	2%	/	7%	8%	/	-2%	7%
Epigenetic reg	0.5%	0.0%	3.4%	-1.0%	0.0%	-1.0%	-1.8%
TR SRC2 fluor cs	-3%	?	-8%	-1%	-14%	-2%	-1%
Tau fluor counter	-13%	?	-10%	-1%	-9%	2%	7%
CBFb-RUNX1 inh	0%	/	5%	5%	/	0%	8%
Tau FP inhib	-8%	-6%	-3%	4%	7%	2%	-2%
TRb SRC2 PPI	-10%	0%	11%	3%	-1%	-12%	8%
